High-throughput results (PubChem BioAssay)
RPL19A-GFP yeast: yeast TOR pathway RPL19A-GFP modulation. AID 2025. S. cerevisiae RPL19A-GFP strain, flow cytometry, 3 h; stronger effect = lower value. hit rate 0.3% among 330,000. percent response vs DMSO, % at 10 µM;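 active means percent response vs DMSO below 50%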;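 further: median channel GFP fluorescence of the barcoded RPL19A-GFP strain; ratio of sample median GFP to plate DMSO average so 100% = DMSO; lower means less RPL19A-GFP as with rapamycin TOR inhibition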
AGP1-GFP MLPCN: alters AGP1-GFP fluorescence in TOR pathway yeast screen | S. cerevisiae AGP1-GFP multiplex flow cytometry, 3 h; GFP as percent of DMSO wells | GFP response vs DMSO, % at 10 µM | hit rate 0.02% among 320,000;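 active means GFP response relative to DMSO above a set limit, near screen average plus 3 SD, cut at about 150% in these data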;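 further: median GFP channel fluorescence of the gated AGP1 strain per well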
MEP2 TOR yeast: alters MEP2-GFP fluorescence in TOR pathway yeast screen | GFP response vs DMSO, % at 10 µM | S. cerevisiae MEP2-GFP strain, flow cytometry GFP, 3 h; 100% = DMSO control level | hit rate 0.51% among 330,000;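 active means GFP response versus DMSO above a set limit, roughly screen mean plus 3 SD, cut at about 180% in these data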;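 further: median GFP fluorescence of the barcode-gated MEP2-GFP cells per well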
LAP4-GFP MLPCN: yeast TOR pathway LAP4-GFP modulation | GFP response vs DMSO, % at 10 µM | AID 2023 | hit rate 0.34% among 320,000 | S. cerevisiae LAP4-GFP multiplex, flow cytometry GFP, 3 h; median GFP as percent of DMSO wells;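 active means GFP response vs DMSO above a set limit, about the screen mean plus 3 SD, cut at about 150% in these data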
procasp3 activ: activators of human procaspase-3; activation, % at 8.5 µM; P42574; AID 463141; hit rate 0.11% among 330,000; recombinant procaspase-3 D3A, Ac-DEVD-pNA absorbance 405 nm;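 active means activation above the mean of all tested compounds plus 3 SD, cut at about 21% in these data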;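 further: 0% = DMSO alone and 100% = DMSO wells spiked with extra 5 µM PC-3 D3A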
Target sequence (P42574 whole entry D9A/D28A/D175A): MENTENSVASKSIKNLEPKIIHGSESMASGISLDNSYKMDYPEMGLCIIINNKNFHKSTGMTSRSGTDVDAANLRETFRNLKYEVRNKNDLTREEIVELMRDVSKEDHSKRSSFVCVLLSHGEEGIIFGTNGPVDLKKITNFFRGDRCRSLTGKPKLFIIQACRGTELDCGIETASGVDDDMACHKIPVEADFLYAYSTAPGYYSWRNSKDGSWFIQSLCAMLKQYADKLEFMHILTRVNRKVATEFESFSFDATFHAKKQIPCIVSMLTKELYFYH
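Evaluation: percent activation relative to control range; Material: Procaspase-3 D3A mutant, all three cleavage aspartates alanine; Compound: single dose, 8.5 µM nominal compound, 0.8% DMSO; Replication: one well per compound; Signal: absorbance at 405 nm, 0 and 120 min; Schedule: 1 h preincubation plus 2 h reaction at 25 °C.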
AHR act: activators of human aryl hydrocarbon receptor; P35869; AHR-responsive luciferase reporter cells, luminescence; activation, % at 5 µM; hit rate 2.5% among 320,000; AID 2796; in the data active means activation above about 47%;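 further: 0% = vehicle wells and 100% = reference agonist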
CIT2 TOR yeast: yeast TOR pathway CIT2-GFP modulation | hit rate 0.065% among 320,000 | AID 2029 | GFP response vs DMSO, % at 10 µM | S. cerevisiae CIT2-GFP strain, flow cytometry, 3 h; 100 means same as DMSO wells;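 active means GFP response relative to DMSO above a set limit, near the screen mean plus 3 SD, cut at about 150% in these data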;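 further: ratio of well median GFP fluorescence to mean of DMSO wells on the plate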
proCasp7 act: counter-screen: procaspase-7 (human) activation. P55210. recombinant procaspase-7, Ac-DEVD-pNA absorbance 405 nm; D23A/D198A/D206A triple mutant, cannot self-cleave; scale: DMSO 0, 5 µM enzyme 100. activation, % at 8.5 µM. hit rate 0.093% among 330,000;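 active means percent activation above the screen-wide mean plus 3 SD, cut at about 25% in these data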
Target sequence (P55210 whole entry D23A/D198A/D206A): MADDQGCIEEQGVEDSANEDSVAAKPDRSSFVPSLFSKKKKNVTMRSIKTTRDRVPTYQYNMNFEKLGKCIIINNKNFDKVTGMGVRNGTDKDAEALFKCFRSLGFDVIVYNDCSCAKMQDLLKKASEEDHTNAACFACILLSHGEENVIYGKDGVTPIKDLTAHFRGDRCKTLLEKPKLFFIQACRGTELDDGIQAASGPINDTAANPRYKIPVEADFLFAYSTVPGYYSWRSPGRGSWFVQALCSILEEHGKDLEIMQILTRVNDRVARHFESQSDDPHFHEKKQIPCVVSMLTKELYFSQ
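buffer or medium = Zinc-free HEPES/NaCl buffer, pH 7.4 | material = Procaspase-7 triple mutant (PC-7 D3A) | input = 2 µM procaspase-7 mutant as dispensed | signal = Epi-absorbance of released pNA at 405 nm, two timepoints | timing = 1 h preincubation, 2 h reaction | replicates = singlicate compound testing | evaluation = % activation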
* hit, by the source's call. An unsorted share of the library; overall some 3.5% were active at least once.

Start of the listing, in advance, two compounds:
Results for Cc1ccc(NC(=S)N=Nc2c(O)n(C)c3ccc(S(=O)(=O)N4CCOCC4)cc23)cc1C ?
RPL19A-GFP yeast: 94; AGP1-GFP MLPCN: 110; MEP2 TOR yeast: 91; LAP4-GFP MLPCN: 102; procasp3 activ: 5; AHR act: -1; CIT2 TOR yeast: 87; proCasp7 act: 6

Results for CCOC(=O)c1sc(NS(=O)(=O)c2ccccc2Cl)nc1C ?
RPL19A-GFP yeast: 97; AGP1-GFP MLPCN: 83; MEP2 TOR yeast: 98; LAP4-GFP MLPCN: 96; procasp3 activ: 8; AHR act: 0; CIT2 TOR yeast: 89; proCasp7 act: 2

Main list, repeating the preview:
Results for Cc1ccc(NC(=S)N=Nc2c(O)n(C)c3ccc(S(=O)(=O)N4CCOCC4)cc23)cc1C ?
RPL19A-GFP yeast: 94; AGP1-GFP MLPCN: 110; MEP2 TOR yeast: 91; LAP4-GFP MLPCN: 102; procasp3 activ: 5; AHR act: -1; CIT2 TOR yeast: 87; proCasp7 act: 6

Results for CCOC(=O)c1sc(NS(=O)(=O)c2ccccc2Cl)nc1C ?
RPL19A-GFP yeast: 97; AGP1-GFP MLPCN: 83; MEP2 TOR yeast: 98; LAP4-GFP MLPCN: 96; procasp3 activ: 8; AHR act: 0; CIT2 TOR yeast: 89; proCasp7 act: 2

How did CCc1ccc(NC(=O)C2CCN(c3ncnc4c3nc3n4CCCCC3)CC2)cc1 do in these assays?
RPL19A-GFP yeast: 99; AGP1-GFP MLPCN: 96; MEP2 TOR yeast: 98; LAP4-GFP MLPCN: 91; procasp3 activ: 1; AHR act: 3; CIT2 TOR yeast: 101; proCasp7 act: -1

What do the screens show for `COc1ccc(CN2CCc3ccc(NC(=O)c4ccncc4)cc3C2)c(F)c1`?
RPL19A-GFP yeast: 101; AGP1-GFP MLPCN: 100; MEP2 TOR yeast: 112; LAP4-GFP MLPCN: 117; procasp3 activ: -2; AHR act: 0; CIT2 TOR yeast: 102; proCasp7 act: 2

Results for Cc1cc(=O)[nH]c(SCC(=O)Nc2ccc(S(=O)(=O)N3CCCCC3)cc2)n1 ?
RPL19A-GFP yeast: 92; AGP1-GFP MLPCN: 102; MEP2 TOR yeast: 98; LAP4-GFP MLPCN: 96; procasp3 activ: -3; AHR act: 1; CIT2 TOR yeast: 95; proCasp7 act: 8

What do the screens show for `Cc1ccc(C)c(N2N=C(C(=O)Nc3cccc(S(=O)(=O)N4CCCCC4)c3)CCC2=O)c1`?
RPL19A-GFP yeast: 92; AGP1-GFP MLPCN: 92; MEP2 TOR yeast: 99; LAP4-GFP MLPCN: 93; procasp3 activ: 8; AHR act: 3; CIT2 TOR yeast: 92; proCasp7 act: -2

Results for O=C(CCn1c(=S)oc2ccccc21)NC1CCCCCC1 ?
RPL19A-GFP yeast: 107; AGP1-GFP MLPCN: 105; MEP2 TOR yeast: 111; LAP4-GFP MLPCN: 107; procasp3 activ: 5; AHR act: -1; CIT2 TOR yeast: 106; proCasp7 act: 8

How did Cc1cc(C)nc(Nc2ccc(N3CCCC3)cc2)n1 do in these assays?
RPL19A-GFP yeast: 98; AGP1-GFP MLPCN: 95; MEP2 TOR yeast: 101; LAP4-GFP MLPCN: 98; procasp3 activ: -27; AHR act: 12; CIT2 TOR yeast: 102; proCasp7 act: -25

How did S=C1NCN(Cc2cccnc2)CN1c1cccc(Cl)c1 do in these assays?
RPL19A-GFP yeast: 94; AGP1-GFP MLPCN: 93; MEP2 TOR yeast: 97; LAP4-GFP MLPCN: 99; procasp3 activ: 2; AHR act: 2; CIT2 TOR yeast: 85; proCasp7 act: 0

Results for CC(C)N(C(=O)Cn1cc(SCC(=O)N2CCCC2)c2ccccc21)C(C)C ?
RPL19A-GFP yeast: 99; AGP1-GFP MLPCN: 107; MEP2 TOR yeast: 106; LAP4-GFP MLPCN: 100; procasp3 activ: -5; AHR act: 0; CIT2 TOR yeast: 104; proCasp7 act: 3

Results for O=C(O)CC(c1ccc(Cl)cc1)N1Cc2ccccc2C1=O (configuration not stated) ?
RPL19A-GFP yeast: 102; AGP1-GFP MLPCN: 99; MEP2 TOR yeast: 103; LAP4-GFP MLPCN: 96; procasp3 activ: 0; AHR act: 2; CIT2 TOR yeast: 112; proCasp7 act: -9

How did CNC(C)C#Cc1ccc2c(=O)c3c(OC)cccc3oc2c1 (configuration not stated) do in these assays?
RPL19A-GFP yeast: 107; AGP1-GFP MLPCN: 96; MEP2 TOR yeast: 102; LAP4-GFP MLPCN: 142; procasp3 activ: 1; AHR act: 97*; CIT2 TOR yeast: 90; proCasp7 act: 8

What do the screens show for `CCOC(=O)c1sc(=NC(=O)c2cccs2)n(C)c1C`?
RPL19A-GFP yeast: 98; AGP1-GFP MLPCN: 104; MEP2 TOR yeast: 113; LAP4-GFP MLPCN: 108; procasp3 activ: 13; AHR act: 38; CIT2 TOR yeast: 101; proCasp7 act: -2

How did O=C(Nc1c(F)cccc1F)C1CCN(C(=O)c2cccs2)CC1 do in these assays?
RPL19A-GFP yeast: 104; AGP1-GFP MLPCN: 102; MEP2 TOR yeast: 102; LAP4-GFP MLPCN: 95; procasp3 activ: -16; AHR act: 0; CIT2 TOR yeast: 105; proCasp7 act: 2

How did COC(=O)C1=C(CSc2nncn2C)NC(=O)NC1c1ccc(F)cc1 (configuration not stated) do in these assays?
RPL19A-GFP yeast: 105; AGP1-GFP MLPCN: 105; MEP2 TOR yeast: 106; LAP4-GFP MLPCN: 104; procasp3 activ: 1; AHR act: 0; CIT2 TOR yeast: 115; proCasp7 act: -4

Results for CSc1nc(C)cc(SC(C(C)=O)C(=O)Nc2ccccc2)n1 (configuration not stated) ?
RPL19A-GFP yeast: 99; AGP1-GFP MLPCN: 92; MEP2 TOR yeast: 97; LAP4-GFP MLPCN: 111; procasp3 activ: -24; AHR act: 8; CIT2 TOR yeast: 86; proCasp7 act: -34

How did O=C(Nc1cc(N2CCOCC2)ncn1)Nc1cccc2ccccc12 do in these assays?
RPL19A-GFP yeast: 91; AGP1-GFP MLPCN: 95; MEP2 TOR yeast: 92; LAP4-GFP MLPCN: 95; procasp3 activ: 15; AHR act: -6; CIT2 TOR yeast: 88; proCasp7 act: 1

What do the screens show for `Cn1c(=O)c2c(nc(CN3CCN(c4ccccc4)CC3)n2CCN2CCOCC2)n(C)c1=O`?
RPL19A-GFP yeast: 101; AGP1-GFP MLPCN: 104; MEP2 TOR yeast: 101; LAP4-GFP MLPCN: 103; procasp3 activ: 5; AHR act: -1; CIT2 TOR yeast: 108; proCasp7 act: 6

What do the screens show for `Cn1c(CNc2ccc(Cl)cc2)nnc1SCCN1CCCCC1`?
RPL19A-GFP yeast: 93; AGP1-GFP MLPCN: 97; MEP2 TOR yeast: 100; LAP4-GFP MLPCN: 92; procasp3 activ: 2; AHR act: 13; CIT2 TOR yeast: 96; proCasp7 act: -10

Results for Cc1ccc(C(=O)NC(=S)NCc2cccnc2)cc1C ?
RPL19A-GFP yeast: 95; AGP1-GFP MLPCN: 97; MEP2 TOR yeast: 97; LAP4-GFP MLPCN: 110; procasp3 activ: -3; AHR act: 32; CIT2 TOR yeast: 99; proCasp7 act: -5

What do the screens show for `O=c1c2cc(NC(=S)NCc3ccccn3)ccc2nc2n1CCCCC2`?
RPL19A-GFP yeast: 106; AGP1-GFP MLPCN: 103; MEP2 TOR yeast: 103; LAP4-GFP MLPCN: 100; procasp3 activ: -2; AHR act: 8; CIT2 TOR yeast: 100; proCasp7 act: 0

Results for CC1(NC(=O)c2cccc(S(=O)(=O)N3CCN(c4ccccc4)CC3)c2)CCS(=O)(=O)C1 (configuration not stated) ?
RPL19A-GFP yeast: 84; AGP1-GFP MLPCN: 82; MEP2 TOR yeast: 81; LAP4-GFP MLPCN: 84; procasp3 activ: -6; AHR act: 2; CIT2 TOR yeast: 84; proCasp7 act: 6

How did O=C(CCNC(=O)c1ccc([N+](=O)[O-])cc1)NCc1ccco1 do in these assays?
RPL19A-GFP yeast: 101; AGP1-GFP MLPCN: 102; MEP2 TOR yeast: 103; LAP4-GFP MLPCN: 101; procasp3 activ: 12; AHR act: -1; CIT2 TOR yeast: 101; proCasp7 act: 1

Results for CCOC(=O)C(Cc1ccccc1)NS(=O)(=O)c1ccc(NC(C)=O)cc1 (configuration not stated) ?
RPL19A-GFP yeast: 101; AGP1-GFP MLPCN: 106; MEP2 TOR yeast: 102; LAP4-GFP MLPCN: 104; procasp3 activ: -4; AHR act: 0; CIT2 TOR yeast: 99; proCasp7 act: -2

What do the screens show for `CC(C)Cn1c(=O)c2ccccc2c2ccccc2c1=O`?
RPL19A-GFP yeast: 94; AGP1-GFP MLPCN: 97; MEP2 TOR yeast: 100; LAP4-GFP MLPCN: 102; procasp3 activ: 4; AHR act: -3; CIT2 TOR yeast: 98; proCasp7 act: 6

What do the screens show for `O=C(N/N=C/C=C/c1ccccc1)c1ccncc1`?
RPL19A-GFP yeast: 102; AGP1-GFP MLPCN: 99; MEP2 TOR yeast: 100; LAP4-GFP MLPCN: 99; procasp3 activ: 5; AHR act: 8; CIT2 TOR yeast: 109; proCasp7 act: 2

Results for COc1ccc(/C=C/C(=O)NCc2cnn(C)c2C)cc1COc1ccc(Br)cc1 ?
RPL19A-GFP yeast: 97; AGP1-GFP MLPCN: 98; MEP2 TOR yeast: 93; LAP4-GFP MLPCN: 105; procasp3 activ: -1; AHR act: -9; CIT2 TOR yeast: 93; proCasp7 act: 1

Results for COc1cc(-c2nnn(CC(=O)N3CCOCC3)n2)cc(OC)c1OC ?
RPL19A-GFP yeast: 99; AGP1-GFP MLPCN: 100; MEP2 TOR yeast: 98; LAP4-GFP MLPCN: 95; procasp3 activ: 1; AHR act: 0; CIT2 TOR yeast: 102; proCasp7 act: 2

How did COc1ccc(C2CC3(CC(C)(C)NC(=S)N3)Oc3cc(O)cc(C)c32)cc1OC (configuration not stated) do in these assays?
RPL19A-GFP yeast: 98; AGP1-GFP MLPCN: 101; MEP2 TOR yeast: 96; LAP4-GFP MLPCN: 103; procasp3 activ: -1; AHR act: 1; CIT2 TOR yeast: 93; proCasp7 act: -17

What do the screens show for `Cc1c(-c2cccc(NC(=O)c3ccco3)c2)nc2ncccn12`?
RPL19A-GFP yeast: 96; AGP1-GFP MLPCN: 103; MEP2 TOR yeast: 93; LAP4-GFP MLPCN: 109; procasp3 activ: 4; AHR act: 13; CIT2 TOR yeast: 98; proCasp7 act: -7

How did COc1ccc(CN(C)C(=O)Cc2ccc(OC)c(S(=O)(=O)N3CCOCC3)c2)cc1OC do in these assays?
RPL19A-GFP yeast: 101; AGP1-GFP MLPCN: 104; MEP2 TOR yeast: 100; LAP4-GFP MLPCN: 99; procasp3 activ: -2; AHR act: 1; CIT2 TOR yeast: 105; proCasp7 act: 17

How did O=C(N/N=C\c1ccc2c(c1)OCO2)c1ccc(Cn2cc(Br)c([N+](=O)[O-])n2)o1 do in these assays?
RPL19A-GFP yeast: 107; AGP1-GFP MLPCN: 105; MEP2 TOR yeast: 109; LAP4-GFP MLPCN: 96; procasp3 activ: 5; AHR act: 31; CIT2 TOR yeast: 103; proCasp7 act: 0

How did CC(Nc1cc(N2CCN(S(=O)(=O)N(C)C)CC2)ccc1[N+](=O)[O-])c1ccccc1 (configuration not stated) do in these assays?
RPL19A-GFP yeast: 87; AGP1-GFP MLPCN: 94; MEP2 TOR yeast: 84; LAP4-GFP MLPCN: 93; procasp3 activ: 6; AHR act: 5; CIT2 TOR yeast: 90; proCasp7 act: 0
